Screening results from PubChem BioAssay.
D1 antagonist: antagonists of human D1 dopamine receptor; AID 504652; P21728; actives 3.2% (n = 360,000); activity change, negative = inhibition, % at 10 µM; HEK293 TREx D1 cells, calcium flux, dopamine EC80; stronger effect = lower value; in the data active = activity change below about -30%; note: % is set by controls: 0 for no effect and ±100 for the full control effect
Target sequence (P21728 whole entry, looked up): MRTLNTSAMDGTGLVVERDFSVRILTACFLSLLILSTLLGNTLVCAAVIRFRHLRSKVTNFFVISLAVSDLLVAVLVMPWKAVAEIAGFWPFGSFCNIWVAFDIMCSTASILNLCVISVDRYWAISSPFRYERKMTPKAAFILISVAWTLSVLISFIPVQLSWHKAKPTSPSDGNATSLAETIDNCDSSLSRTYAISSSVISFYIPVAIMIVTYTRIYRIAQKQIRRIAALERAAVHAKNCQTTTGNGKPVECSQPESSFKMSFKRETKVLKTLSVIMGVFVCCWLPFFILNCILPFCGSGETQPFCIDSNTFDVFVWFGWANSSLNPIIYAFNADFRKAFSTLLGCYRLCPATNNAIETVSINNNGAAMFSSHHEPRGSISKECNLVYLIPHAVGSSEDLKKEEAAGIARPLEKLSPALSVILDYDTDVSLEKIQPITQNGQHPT
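Inducible Hek293 Trex D1 cells (tetracycline, overnight, 30 C). Calcium dye 30–90 min RT. Antagonist mode: EC80 dopamine added after 180 s compound read.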
D1 agonist: human D1 receptor agonism; P21728; HEK293 T-REx D1 cells, calcium flux, agonist mode; activation, % at 2 µM; actives 1% (n = 360,000); AID 504660; in the data active = activation above about 30%; note: 0% is about no effect
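Inducible HEK293 T-REx D1 cells, force-coupled to calcium signalling, were plated at 4000 cells/well with tetracycline and held overnight at 30 C. After no-wash calcium dye loading, compound-evoked calcium rise over 180 s flagged agonists.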
D2 potentiator: D2 dopamine receptor (human) potentiation; P14416; potentiation, % at 10 µM; actives 0.34% (n = 340,000); HEK293 T-REx D2, calcium flux, EC20 dopamine potentiation;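 active = potentiation over 3 SD above the plate norm, cut at about 30% in these data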; note: 0% is about no effect
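Calcium flux readout, no-wash dye, 1 read/s. Inducible HEK293 Trex D2 line, overnight 30 C. Compound alone 180 s (agonist flags), then EC20 dopamine, another 180 s to score potentiation.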
D1 potentiator: human D1 dopamine receptor positive modulation. potentiation, % at 10 µM. HEK293 TREx D1 cells, calcium flux, dopamine EC20 potentiation. actives 0.036% (n = 360,000); in the data active = potentiation above about 30%; note: 0% is about no effect
Apoferritin bind: binds horse apoferritin like a general anesthetic; P02791; apoferritin/1-aminoanthracene competitive binding, fluorescence; Potency, µM (doses to about 77.5 µM), for the others: top-dose activity change, negative = displacement, usual class: inhibitors; actives 0.074% (n = 350,000); AID 485281; note: potency is the fitted concentration of half-maximal effect; % is set by controls: 0 for no effect and ±100 for the full control effect; nearly all actives have a fitted effect of over 20% in size
Target sequence (P02791 2-175 limits assumed): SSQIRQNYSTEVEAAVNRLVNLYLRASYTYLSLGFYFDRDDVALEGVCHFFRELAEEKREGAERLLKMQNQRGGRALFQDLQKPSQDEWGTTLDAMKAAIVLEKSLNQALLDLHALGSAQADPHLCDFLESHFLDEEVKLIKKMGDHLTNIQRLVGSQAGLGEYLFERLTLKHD
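Horse-spleen apoferritin (10 uM) was mixed with 50% saturated 1-aminoanthracene in PBS, exposed to compounds for 10 min at room temperature, and read for fluorescence (ex 380 nm, em 535 nm). Competitive displacement was fitted with a four-parameter Hill equation.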
RXFP1 agonist: agonists of human relaxin receptor RXFP1; actives 0.3% (n = 370,000); Potency, µM (doses to about 57.5 µM), for the others: at the highest dose activation, usual class: activators; HEK293T-RXFP1 cAMP TR-FRET, 30 min; response scale: percent of porcine relaxin response, buffer zero; AID 2676; note: potency is the fitted concentration of half-maximal effect; % is set by controls: 0 for no effect and ±100 for the full control effect; nearly all actives have a fitted effect of over 60% in size; many of its hits are not listed in these tables
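HEK293 cells stably expressing RXFP1, treated 30 min at 37C with compounds plus PDE4 inhibitor Ro 20174; cAMP measured by HTRF TR-FRET. Normalized to buffer and 29 nM porcine relaxin; EC50 by Hill fit.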
TRHR ag: activates the human TRH receptor; P34981; TRHR cells, calcium flux fluo-8, FDSS agonist mode; activation, % at 2 µM; actives 0.18% (n = 360,000); AID 493084; in the data active = activation above about 30%; note: 0% is about no effect
Target sequence (P34981 whole entry, looked up): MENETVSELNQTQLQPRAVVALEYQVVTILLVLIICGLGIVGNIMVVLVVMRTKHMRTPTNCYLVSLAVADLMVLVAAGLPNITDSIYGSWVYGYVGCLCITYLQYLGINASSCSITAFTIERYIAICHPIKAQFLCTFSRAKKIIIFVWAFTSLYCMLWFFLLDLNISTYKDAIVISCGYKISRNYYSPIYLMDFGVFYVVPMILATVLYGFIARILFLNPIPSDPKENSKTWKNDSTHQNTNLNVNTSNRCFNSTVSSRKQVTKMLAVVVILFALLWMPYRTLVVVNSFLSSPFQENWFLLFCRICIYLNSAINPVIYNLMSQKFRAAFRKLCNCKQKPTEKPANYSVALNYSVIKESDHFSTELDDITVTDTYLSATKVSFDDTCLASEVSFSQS
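TRHR-expressing cells, plated overnight in medium with 10% serum, were loaded with fluo-8 calcium dye at room temperature. After a 10 s baseline, library compound was pin-added and calcium release was recorded kinetically (ex 480/em 530) as agonist response.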
RXFP1 antag: antagonists of human relaxin receptor RXFP1; Q9HBX9; HEK293-RXFP1, relaxin-stimulated cAMP HTRF, 30 min; stronger effect = lower value; activity change, negative = inhibition, % at 57.5 µM; actives 0.59% (n = 350,000); AID 1259400;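 active = activity change of -60% or lower, but not beyond a set lower limit; inconclusive = change between -60% and -40%, or beyond the set limit; inactive = change above -40%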; note: % is set by controls: 0 for no effect and ±100 for the full control effect
TRHR enhancer: allosterically enhances the human TRH receptor; actives 0.66% (n = 360,000); P34981; TRHR cells, fluo-8 calcium fluorescence, EC20 TRH enhancement; enhancement, % at 2 µM; in the data active = enhancement above about 30%; note: 0% is about no effect
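TRHR-expressing cells loaded with fluo-8 calcium dye were read kinetically (ex 480/em 530) during compound addition, then stimulated with an EC20 of TRH (10 nM final). Enhancement of the Gq-mediated intracellular calcium response was scored.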
* hit, by the source's call; u = inconclusive; x = not tested or not shown; & = joins results of further samples; [ ] = another dose, or the depositor's remark. Unless noted, calls come from the whole dose curve; as a rule, active = well fitted curve in the direction sought with a large enough effect; inconclusive = small, poorly fitted or top-dose-only effect, or another doubt; inactive = no such curve, though single readings can be large; an effect the other way counts as inactive or inconclusive. These rows are one share of the data; the hit share may differ from the screen's.

SMILES	D1 antagonist	D1 agonist	D2 potentiator	D1 potentiator	Apoferritin bind	RXFP1 agonist	TRHR ag	RXFP1 antag	TRHR enhancer
CCN(CC)CCCN=Cc1c(-c2ccccc2)[nH]n(-c2nc3ccccc3s2)c1=O	8	5	-18	-3	-4%	-0.2%	0.2	-16	2
O=C(OCC(=O)N1CCCc2ccccc21)c1cnc(Cl)c(Cl)c1	4	41*	15	0	u	-0.4%	0.2	-15	18
Oc1cc(NCCN2CCOCC2)cc2cccnc12	-29	3	x	-1	x	0.2%	0.7	x	6
Cc1c(OC(C)C(=O)NC(Cc2c[nH]c3ccc(O)cc23)C(=O)O)ccc2c1oc(=O)c1ccccc12 (stereo not given)	-8	0	2	-6	-8%	0.0%	0.0	x	2
Cc1nc2c(o1)CCc1ccccc1C2N1CCN(C)CC1 (stereo not given)	-3&-8	5&9	-15&12	-3&-6	-11%&0%	1.8%&-0.9%	0.0&-1.6	-5&-11&-5	3&6
Cc1ccccc1OCC(O)CN1CCN(c2ccccn2)CC1 (stereo not given)	6	2	-13	-5	-7%	4.4%	-0.1	-16	-6
Fc1cccc(CN2CCN(Cc3nc(CCc4ccccc4)no3)CC2)c1	-7	0	7	-4	-11%	-0.8%	-0.1	-4	-7
Cn1c2ccccc2c(=O)c2c(=O)n(-c3ccccc3)c(C3CCCCC3)nc21	70	1	-2	19	-5%	-1.7%	-0.9	-7	6
O=C(CN1C(=O)C2(SCC(=O)N2c2ccc(Cl)cc2)c2ccccc21)NCCc1ccccc1 (stereo not given)	6	2	-9	0	u	-0.5%	-0.9	x	-7
COc1cc(-c2noc(C3CC(=O)N(c4ccc5c(c4)OCCO5)C3)n2)cc(OC)c1OC (stereo not given)	-14	-1	8	-6	-16%	-1.3%	0.0	6	5
COc1cccc(CN2CCCC(C(=O)N3CCCCC3)C2)c1 (stereo not given)	4	0	-13	-8	-4%	0.3%	0.9	6	-7
COc1ccc(/C=N/NC(=O)C(C)n2nnc3ccccc32)cc1OC (stereo not given)	-74*	0	4	-7	-16%	5.4%	-0.1	10	1
Fc1ccc(-c2nc(Nc3cccc(C(F)(F)F)c3)nc3c2COc2ccccc2-3)cc1	3	29	0	-2	-22%	5.5%	7.3	1	-4
COc1ccc(-c2csc(NC(=O)CSc3nc(SC)ns3)n2)cc1	-2	5	1	-5	-9%	-0.2%	0.5	-2	-2
O=C(Nc1cccc(Cl)c1)Nc1nnc(-c2ccncc2)s1	-2	8	8	-5	-9%	1.1%	0.5	-5	1
C=CCn1c(N)cc(=O)nc1SCC(=O)NC(C)c1ccccc1 (stereo not given)	-18	5	6	-1	1%	-0.2%	-1.0	-5	0
Cc1ccccc1NC(=O)C(=O)N/N=C/c1cccc(Br)c1	0	3	-8	-2	-10%	1.7%	-0.4	-12	4
COc1c(C)cc(Br)cc1C(=O)O	-5	2	-9	-6	8%	-0.5%	-0.5	-29	2
Cc1nc(S/C(=C/c2ccc(-c3ccc(C(=O)O)cc3)o2)C(=O)O)n[nH]1	-17	8	15	0	25%	7.7%	5.4	2	1
COc1ccc(/C=N\Nc2ccc([N+](=O)[O-])cc2)c(C(=O)O)c1OC	-6	1	1	-6	-11%	0.8%	3.6	0	-1
CSCC[C@H](NC(=O)C1CCN(S(=O)(=O)c2ccc(C)cc2)CC1)C(=O)NCC1CCCO1 (stereo not given in full)	-1	2	0	1	-6%	-0.4%	-0.3	6	-6
O=C(Nc1cc(Cl)cc(Cl)c1)C(NCCO)c1ccccc1 (stereo not given)	-6	2	x	-3	-8%	0.0%	1.0	2	2
CCC(=O)N1CCc2cc(Br)cc(S(=O)(=O)CCC(=O)N3CCN(c4cccc(C(F)(F)F)c4)CC3)c21	-7	2	-15	0	-13%	-1.8%	-0.2	-6	-4
CCOc1ccc(C)cc1S(=O)(=O)n1cnc2ccccc21	-3	1	-3	-3	-16%	-0.3%	-3.9	-2	-1
COc1ccccc1C(=O)Nc1ccc2c3c(cccc13)CC2	4	1	2	6	-10%	3.2%	0.2	6	-3
Cc1ccc(OCC(O)CN2CCN(Cc3ccc4c(c3)OCO4)CC2)c(C)c1 (stereo not given)	-7	1	-19	1	-10%	-1.2%	-0.5	-26&-3	-5
Cn1c(C(=O)O)c(CC(=O)NCc2cccnc2)c2ccccc21	-3	6	-7	0	-2%	2.9%	0.8	-1	-9
O=C1CN(C(=O)CSc2nnc(Nc3ccccc3)s2)c2ccccc2N1	9	2	-9	-3	-13%	0.0%	0.3	-1	-3
COC(=O)CSc1nc(C)c(Oc2ccccc2)c(=O)[nH]1	7	2	-4	-2	-8%	-0.4%	-0.3	0	-2
CCOC(=O)C(C(=O)OCC)N(C#N)c1nc(C)cc(C)n1	-1	-1	-16	-3	2%	-0.6%	-0.1	-11	-5
Cc1c(CC(=O)NCCc2ccccc2F)c(=O)oc2c(C)c3occ(C(C)(C)C)c3cc12	10	0	-1	-1	u	0.3%	0.1	0	12
COc1ccc(Cn2nnnc2C(c2cccs2)N2CCCCCC2)cc1 (stereo not given)	1	13	5	-2	11%	-0.8%	2.2	-10	-9
Cc1ccccc1Nc1nc(N)nc(CSc2nnnn2C)n1	-9	5	-1	-1	-1%	-2.2%	0.3	-2	-3
CCOC(=O)c1ccc(-n2ccnc2)c(NC(=O)c2cccc(Br)c2)c1	2	0	3	0	-3%	0.2%	-0.2	-2	-10
Cc1ccc(-n2nc(C)c3c2OC(N)=C(C#N)C3c2cccs2)cc1 (stereo not given)	0	0	-18	1	-18%	-1.2%	0.0	11	-7
COc1ccc(/C(O)=C2/C(=O)C(=O)N(CCCN3CCOCC3)C2c2ccc(C)cc2)cc1 (stereo not given)	-9	5	2	-1	-4%	8.2%	0.3	-6	7
Cc1cnn(C(=O)c2oc3ccccc3c2C)c1	-5	2	-3	2	-2%	0.9%	-0.8	0	0
COc1ccc2oc(=O)c(N3C(=O)c4ccccc4C3=O)cc2c1	-14	1	-3	-4	-4%	-1.6%	-0.4	2	-1
Cc1n(CC(O)COC2CCCCC2)c2ccccc2[n+]1C (stereo not given)	-4	3	-8	1	2%	1.0%	0.3	-16	-3
COc1ccccc1NC(=S)N(CCCN1CCOCC1)Cc1cccs1	-6	4	x	-5	u	-1.2%	-0.7	3	6
Cc1ccc(C)c(-n2c(N)c(C#N)c3nc4ccccc4nc32)c1	-28	5	-16	-1	148%[activator]	10%	-1.0	0	29
O=C(CCC1CCCC1)N1CCN(C(=O)c2ccco2)CC1	12	1	7	-4	-10%	3.2%	0.4	-1	0
COc1cccc(NC(=O)COc2ccc(C(=S)N3CCN(C)CC3)cc2OC)c1	-31*	8	7	-1	-5%	4.4%	0.6	-22	0
O=C1[C@H]2[C@@H](c3ccc(Cl)cc3)N3C(=O)N(c4cccc(F)c4)C(=O)[C@@]3(Cc3ccc(Cl)cc3)[C@H]2C(=O)N1C1CCCCC1	-6	-1	-11	3	-11%	0.6%	0.4	x	-5
COc1ccc(OCC(=O)NCCNC(=O)c2cccnc2)cc1	-32*	3	3	x	0%	5.2%	-0.1	-12	10
COc1cccc(C2c3c(-c4ccccc4O)n[nH]c3C(=O)N2CCc2ccc(OC)c(OC)c2)c1 (stereo not given)	6	-2	-14	0	-14%	4.2%	-0.2	-24	0
COc1ccc(C(=O)NCC(c2cccnc2)N2CCc3ccccc32)cc1OC (stereo not given)	9	-1	9	-3	-11%	7.9%	0.0	-13	1
CCS(=O)(=O)N1CCc2cc(C(=O)Nc3cc(C)cc(C)c3)ccc21	-9	-1	4	-1	-9%	-4.2%	-0.5	x	1
O=C(O)Cn1c(=O)c2cccn2c2ccccc21	5	4	7	-11	-1%	2.4%	-0.8	21	4
O=C(Nc1cccc(NC(=O)c2cncc(Br)c2)c1)c1cncc(Br)c1	-8	0	-4	-3	-18%	2.2%	-0.1	-15	-10
CC(=O)Nc1ccc(S(=O)(=O)NCCC(=O)OCc2csc(CC(=O)Nc3ccccc3C)n2)cc1	3	0	18	-8	x	0.4%	0.3	-12	3
O=C(CSc1ccccn1)N1CCN(C(=O)CSc2ccccn2)CC1	-13	1	x	-2	-7%	3.9%	-0.6	-3	1
COc1ccc(NC(=O)Cn2c(=O)oc3cc(S(=O)(=O)N4CCCC4)ccc32)c(OC)c1	-9	1	-2	-1	-17%	-1.1%	1.1	x	3
COc1ccc(C(=O)CCC(=O)N2CCN(c3ccc([N+](=O)[O-])cc3)CC2)cc1	6	3	-8	-2	-15%	-3.9%	1.4	7	-19
Cc1ccc(-n2nc(C)c3c(C(=O)NCc4ccc(F)cc4)cc(C)nc32)cc1	7	4	-2	-1	53%[activator]	8.2%	0.9	-1	-3
CCC1Oc2ccc(C)cc2N(CC(=O)NCCC2=CCCCC2)C1=O (stereo not given)	-7	0	-1	-1	-5%	0.4%	0.8	11	-6
S=c1[nH]nc(CSc2nc3ccccc3s2)n1Cc1ccccc1	-2	4	4	-3	-9%	0.8%	0.0	1	-11
COC(=O)/C=C/CSC1=N/C(=C/c2ccc(-n3cncn3)cc2)C(=O)N1	1	2	1	0	-2%	-0.6%	-0.3	-4	14
Cn1c(CSc2ncccn2)nnc1SCC(=O)N1CCCCC1	23	3	3	2	-4%	2.3%	-0.6	5	-21

Six of the compounds above, as a markdown table:
| Compound | D1 antagonist | D1 agonist | D2 potentiator | D1 potentiator | Apoferritin bind | RXFP1 agonist | TRHR ag | RXFP1 antag | TRHR enhancer |
| --- | --- | --- | --- | --- | --- | --- | --- | --- | --- |
| O=C1CN(C(=O)CSc2nnc(Nc3ccccc3)s2)c2ccccc2N1 | 9 | 2 | -9 | -3 | -13% | 0.0% | 0.3 | -1 | -3 |
| COc1ccc(/C=N/NC(=O)C(C)n2nnc3ccccc32)cc1OC (stereo not given) | -74* | 0 | 4 | -7 | -16% | 5.4% | -0.1 | 10 | 1 |
| COc1ccc(-c2csc(NC(=O)CSc3nc(SC)ns3)n2)cc1 | -2 | 5 | 1 | -5 | -9% | -0.2% | 0.5 | -2 | -2 |
| Cn1c(C(=O)O)c(CC(=O)NCc2cccnc2)c2ccccc21 | -3 | 6 | -7 | 0 | -2% | 2.9% | 0.8 | -1 | -9 |
| COc1ccc(/C=N\Nc2ccc([N+](=O)[O-])cc2)c(C(=O)O)c1OC | -6 | 1 | 1 | -6 | -11% | 0.8% | 3.6 | 0 | -1 |
| COc1ccccc1NC(=S)N(CCCN1CCOCC1)Cc1cccs1 | -6 | 4 | x | -5 | u | -1.2% | -0.7 | 3 | 6 |
